# Compound activity deposited in PubChem by several laboratories.
# KOR beta-arrestin-1 = kappa opioid receptor activators – cell-based, luminescence, uHTS, primary screen (AID 1777); KOR beta-arrestin recruitment, luminescence; higher % means a stronger effect; activation, % at 10 µM; hits with a dose series show EC50 in µM; 280,000 tested, 0.02% active; in the data active = activation above about 50%, passing the limit was not always enough; note: a part of the inactive calls stands beside numbers as strong as those of hits
# NOD1 NF-kB reporter = NOD1 signaling inhibitors, primary screen, cell-based, luminescence, uHTS (AID 1578); 290,000 tested, 1% active; NOD1-driven NF-kB luciferase reporter cells, luminescence; higher % means a stronger effect; inhibition, % at 4 µM, or EC50 in µM where a hit was titrated; in the data active = inhibition mostly above about 36%, no sharp cut-off; inactive = mostly below about 34%;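 note: HEK-293T reporter cells stimulated with the NOD1 agonist gamma-tri-DAP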
# West Nile antiviral = West Nile virus antiviral activity, cell-based, CPE readout (AID 1621); 290,000 tested, 0.02% active; CPE inhibition, % at 10 µM, or IC50 in µM where a hit was titrated; West Nile virus-infected cells, CPE inhibition; higher % means a stronger effect; in the data active = a potency from the dose series; inconclusive = CPE inhibition mostly from about 3.7% at the one dose, without a potency; inactive = the rest, 99 in 100 with CPE inhibition below about 2.2%; note: strong numbers were not always called active
# HIV peptide binding = cell-free HIV fusion peptide-binding blockers – biochemical, uHTS, fluorescence dequenching, primary screen (AID 1986); cell-free peptide binding, fluorescence dequenching, 30 min; higher % means a stronger effect; 290,000 tested, 0.3% active; one-dose inhibition, % at 20 µM; IC50 in µM for titrated hits; in the data active = inhibition mostly above about 52%, no sharp cut-off; inactive = mostly below about 76%; note: some results filed as inactive read as strong as hits
# KOR beta-arrestin-2 = KOR antagonists, beta-arrestin recruitment, cell-based, luminescence, uHTS (AID 1778). KOR beta-arrestin recruitment, luminescence, antagonist mode; higher % means a stronger effect. inhibition, % at 10 µM; hits with a dose series show IC50 in µM. 290,000 tested, 0.091% active; in the data active = inhibition above about 50%; note: strong numbers were not always called active
# GPR35 antagonists = inhibition of zaprinast-stimulated GPR35 beta-arrestin translocation – imaging, U2OS, beta-arrestin-GFP, zaprinast agonist, primary screen (AID 2058); 290,000 tested, 0.052% active; U2OS GPR35 beta-arrestin-GFP translocation imaging, zaprinast antagonism; higher % means a stronger effect; inhibition, % at 10 µM; hits with a dose series show IC50 in µM;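 active = inhibition of at least 50% with at least 30 cells and total cytoplasm GFP at most 10,000,000; inconclusive = under 30 cells or total GFP of 10,000,000 plus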
# GPR55 antagonists = GPR55 antagonists blocking LPI-driven arrestin recruitment, primary screen, imaging, U2OS, beta-arrestin-GFP, LPI agonist (AID 2013); U2OS GPR55 beta-arrestin-GFP translocation imaging, LPI antagonism; higher % means a stronger effect; one-dose inhibition, % at 10 µM; IC50 in µM for titrated hits; 290,000 tested, 0.13% active;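 active = spots per cell inhibited over 60%, with over 100 cells counted and total cytoplasm intensity under 500,000; inconclusive = wells with under 100 cells, flagged as likely toxic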;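 note: U2OS cells stably carrying GPR55 and arrestin-GFP stimulated by 5 µM LPI near EC80; imaged beta-arrestin-GFP aggregate spots per cell after agonist stimulation; plate controls were LPI-stimulated DMSO wells for no effect and DMSO wells without LPI for full effect; some results filed as inactive read as strong as hits; confirmed hits need IC50 under 10 µM and bright autofluorescent wells are also inconclusive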
# NS5 inhibitors = flavivirus cap methylation enzyme inhibition – biochemical, confirmation dose response, primary screen (AID 588689); Dengue-2 NS5 methyltransferase capping enzyme assay, biochemical; higher % means a stronger effect; inhibition, % at 25 µM, or IC50 in µM where a hit was titrated; 340,000 tested, 0.3% active; in the data active = a potency from the dose series; inconclusive = inhibition above about 29% without an active follow-up result
# GPR55 beta-arrestin = GPR55 agonists via beta-arrestin recruitment, primary screen, imaging, U2OS cells, beta-arrestin-GFP redistribution (AID 1961) | U2OS GPR55 beta-arrestin-GFP redistribution imaging; higher % means a stronger effect | one-dose activation, % at 10 µM; EC50 in µM for titrated hits | 290,000 tested, 0.048% active;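 active = activation above 40% with more than 50 cells counted in the well; inconclusive = wells holding fewer than 50 cells, flagged as toxic or sparse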;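 note: U2OS osteosarcoma cells stably expressing GPR55 and beta-arrestin-GFP; plate controls were DMSO negative control for no effect and LPI positive control for full effect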
# NS5 inhibitors pilot replicate = recorded beside NS5 inhibitors, whose call it bears; inhibition, %; measured here: pilot screen replicate inhibition
# An asterisk follows results filed as active; ? = inconclusive; nt = no result given; [ ] = dose if it differs, or a comment.
SMILES,KOR beta-arrestin-1,NOD1 NF-kB reporter,West Nile antiviral,HIV peptide binding,KOR beta-arrestin-2,GPR35 antagonists,GPR55 antagonists,NS5 inhibitors,GPR55 beta-arrestin,others
O=C(CCC(=O)N1CCOc2ccccc21)Nc1cc(F)ccc1F,-3.4%,-36%,-1.1%,-0.5%,23%[20 µM],4%,-5%,-7%,-0.3%,
COc1cccc(/C=C/C(=O)OCC(=O)Nc2ccc(Cl)c(S(=O)(=O)N(C)C)c2)c1,-2.3%,-8%,-0.6%,0.7%,-3%,-9%,-2%,-2%,0.5%,
CCOC(=O)C1CCN(c2ncnc3c2oc2ccc(Br)cc23)CC1,9.1%,-32%,nt,-1.7%,-17%,-6%,-21%,-2%,0.0%,
C/C(=N\NC(=O)c1ccncc1)c1cc2ccccc2o1,-1.7%,-16%,0.2%,0.6%,11%,-1%,-12%,-14%,-0.3%,
COc1ccc(CNC(=O)C(=O)c2cn(CC(=O)N3CCOCC3)c3ccccc23)cc1,5.5%,-14%,0.1%,1.5%,-34%,10%,10%,-11%,0.0%,
Cn1c(SCC(=O)Nc2ccccc2[N+](=O)[O-])nnc1C(F)(F)F,-3.9%,-26%,-0.7%,2.3%,1%,-7%,0%,-1%,0.0%,
NS(=O)(=O)c1ccc(CCNC(=O)c2ccc([N+](=O)[O-])s2)cc1,2.5%,2%,-1.6%,-1.5%,1%,-28%,4%,0%,-0.1%,
COc1ccc(C(=O)Nc2sc(C)c(C)c2CN2CC(C)OC(C)C2)cc1 (centres undefined),11%,-23%,-0.1%,1.2%,-11%,2%,3%,-8%,0.8%,
COC(=O)c1ccc2nccnc2c1,-1.7%,-6%,-0.3%,0.9%,-4%,-7%,14%,3%,-0.1%,
CC(=O)c1c(C(C)=O)c(C)n(C(c2ccccc2)c2ccccc2)c1C,-3.7%,-24%,-1.2%,-1.8%,22%,-4%,-6%,-8%,-0.2%,
C/C(=N\OCC(=O)NCC(F)(F)F)c1cc2ccccc2o1,-2.2%,-32%,0.3%,-1.1%,19%,8%,2%,-3%,-0.1%,
Cc1ccc(NC(=S)NCc2ccc3[nH]c4c(c3c2)CCCC4)cc1,3.5%,61%,-0.6%,-1.0%,-39%,-20%,2%,-1%,2.2%,
Cn1c(N)c(C(=O)COc2ccc(C#N)cc2)c(=O)n(C)c1=O,2.2%,-32%,-0.1%,1.2%,-26%,-5%,-13%,8%,-0.1%,
CC1CCN(C(=O)Cn2c(=O)c3cccn3c3ccccc32)CC1,0.1%,-13%,0.5%,0.9%,-22%,18%,11%,-5%,-0.2%,
Nc1ccc(OCc2ccco2)cc1,-2.7%,-36%,0.2%,-2.6%,-16%,-10%,9%,7%,0.0%,
COC(=O)c1ccc(NC(=O)CN2C(=O)C3C4C=CC(C4)C3C2=O)cc1 (centres undefined),16%,10%,1.1%,-1.9%,-20%,18%,6%,-2%,-0.1%,
CN(C[C@H](Cc1ccccc1)N(C[C@H](Cc1cccc2ccccc12)N(CCc1ccccc1)N=O)N=O)N=O,-1.1%,3%,-0.9%,1.1%,-5%,-17%,16%,-5%,0.6%,
CCCOc1ccc(N2C(=O)CC(N(CCc3ccc(OC)cc3)C(=O)c3cccc(F)c3)C2=O)cc1 (centres undefined),-6.1%,-19%,-0.6%,-1.6%,37%,-19%,4%,3%,0.0%,
CCc1ccc(N2C(=O)CN(Cc3cc(OC)c(OC)c(OC)c3)C2=S)cc1,1.0%,4%,-1.0%,1.9%,-1%,-4%,7%,-1%,-0.3%,
CCCCOCP(=O)(CC)COCCCC,-2.4%,-6%,0.2%,-1.1%,28%,12%,2%,-7%,-0.1%,
O=C(NCc1c(O)ccc2ccccc12)c1ccccc1,-5.6%,12%,-1.3%,-1.1%,3%[20 µM],9%,15%,2%,-0.3%,NS5 inhibitors pilot replicate=0.3
Cn1c(=O)c2c(-c3ccccc3F)c3c(nc2n(C)c1=O)-c1ccccc1C3O (centres undefined),-3.6%,-20%,0.0%,1.7%,6%,2%,11%,-3%,-0.2%,
COC(=O)c1ccccc1OC(=O)c1cccnc1,-0.4%,1%,1.4%,2.8%,34%,6%,12%,-5%,0.2%,
COc1ccc(NC(=O)Nc2cc(C)cc(C)c2)cn1,0.6%,-9%,0.1%,4.9%,19%,-6%,1%,?,1.0%,
CCC(C)c1ccc(S(=O)(=O)N2CC(=O)Nc3ccccc32)cc1 (centres undefined),5.3%,2%,-0.5%,0.0%,14%,10%,12%,3%,0.8%,
O=C(O)c1ccc2nnn(O)c2c1,-0.9%,-4%,1.6%,0.6%,23%,8%,0%,-2%,0.2%,
Cc1ccc(NC(=S)NCCc2ccccc2)c(C)c1,-1.6%,4%,-1.8%,-2.9%,17%,-10%,7%,4%,-0.1%,
O=c1c2c(nc3cc(-c4ccc(Cl)cc4)[nH]n13)CCS2,6.9%,-10%,-0.9%,40%,7%,2%,21%,4%,1.7%,
Cc1ccc(S(=O)(=O)NC(C)C(=O)NC2CC2)cc1 (centres undefined),2.2%,-28%,-0.4%,-0.8%,5%,-3%,7%,-5%,-0.2%,
O=C(CN1C(=O)/C(=C/c2ccccc2Cl)SC1=S)NC1C=CS(=O)(=O)C1 (centres undefined),-3.6%,-29%,0.0%,-6.0%,-28%,-1%,7%,-9%,-0.1%,
Cc1cccc(CNC(=O)c2ccccc2N)c1,-0.1%,nt,-0.3%,1.5%,36%,-5%,0%,1%,-0.1%,
CCOC(=O)CSc1nc2c(sc(=S)n2-c2ccccc2)c(=O)[nH]1,-2.5%,-12%,1.3%,11%,9%,0%,-5%,-6%,-0.2%,
CC(NC(=O)Nc1ccccc1)C(c1cccs1)N1CCN(c2ccccc2)CC1 (centres undefined),-2.1%,-2%,0.0%,0.8%,-1%,-2%,-6%,-20%,-0.1%,
CC(=O)c1sc(Nc2nc3ccc(F)cc3s2)nc1C,0.8%,-21%,-0.9%,2.8%,-1%,18%,3%,-9%,-0.1%,
COc1ccc(/C=C2\N=C(c3ccc(C)cc3)OC2=O)cc1,-5.4%,-14%,-0.4%,1.1%,-16%[20 µM],-12%,-6%,-10%,0.0%,
O=S(=O)(c1ccc(S(=O)(=O)N2CCCC2)cc1)N1CCCCCC1,-7.5%,12%,-0.4%,0.1%,18%,20%,3%,-7%,-0.2%,
O=c1c(Cl)c(Cl)cnn1Cc1ccccc1Cl,-0.6%,38%,-2.4%,0.7%,nt,2.2µM*,32%,nt,0.6%,
CN1CCN(c2ccccc2NC(=O)c2ccc([N+](=O)[O-])cc2Cl)CC1,-4.2%,-11%,-0.8%,-3.9%,-21%[20 µM],-4%,3%,1%,-0.1%,
Cc1cc(C)nc(SCC(=O)N/N=C/c2ccc3c(c2)OCO3)n1,-2.6%,-36%,-0.5%,1.3%,-16%,-9%,14%,-7%,0.6%,
CCOc1nc(NCCc2ccc(OC)c(OC)c2)nc(NC(C)(C)CO)n1,3.3%,6%,0.2%,-1.6%,-18%,1%,22%,-1%,0.5%,NS5 inhibitors pilot replicate=-3.3
COCCN(Cc1ccccc1)P(=O)(O)c1ccccc1OCC(=O)O,8.3%,-2%,0.2%,4.2%,-19%,-10%,4%,-7%,-0.1%,
Cc1ccc(C(C)C)c(OCC(=O)Nc2ccc3c(c2)nc(CN2CCCC2)n3C)c1,4.2%,-36%,0.1%,0.6%,-46%,14%,25%,-9%,0.0%,
O=C(Nc1ccccc1)C1CC(=O)N(c2ccc3c4c(cccc24)CC3)C1 (centres undefined),-5.9%,-33%,-0.2%,0.0%,14%,10%,-6%,-4%,-0.3%,
O=C(Nc1ccccc1C(F)(F)F)c1ccc2nccnc2c1,0.9%,8%,-0.3%,3.3%,-23%,-2%,18%,-1%,29%,
COC(=O)Cn1c(C)nc2ccccc21,3.9%,3%,-0.6%,0.0%,-32%,12%,4%,-3%,0.0%,

# Two compounds drawn at random from those above:
SMILES,KOR beta-arrestin-1,NOD1 NF-kB reporter,West Nile antiviral,HIV peptide binding,KOR beta-arrestin-2,GPR35 antagonists,GPR55 antagonists,NS5 inhibitors,GPR55 beta-arrestin,others
O=C(Nc1ccccc1)C1CC(=O)N(c2ccc3c4c(cccc24)CC3)C1 (centres undefined),-5.9%,-33%,-0.2%,0.0%,14%,10%,-6%,-4%,-0.3%,
COC(=O)Cn1c(C)nc2ccccc21,3.9%,3%,-0.6%,0.0%,-32%,12%,4%,-3%,0.0%,

# The results go on.
SMILES,KOR beta-arrestin-1,NOD1 NF-kB reporter,West Nile antiviral,HIV peptide binding,KOR beta-arrestin-2,GPR35 antagonists,GPR55 antagonists,NS5 inhibitors,GPR55 beta-arrestin,others
O=C(CCNc1ccc(F)cc1)c1ccco1,3.1%,-26%,1.0%,-3.3%,-48%,17%,-26%,-1%,-0.1%,
O=C(Nc1c(F)c(F)c(F)c(F)c1F)NC1CCCCC1,11%,-27%,-1.1%,0.0%,7%,-17%,29%,36%,-0.1%,NS5 inhibitors pilot replicate=-6.4
Cc1sc2nc3n(c(=O)c2c1C)CCCCC3,-3.6%,2%,0.0%,0.7%,6%,-4%,1%,2%,-0.4%,
Cc1oc(C)c(C(N)=O)c1C(N)=O,-2.6%,-8%,-0.1%,-3.4%,16%,3%,-3%,-7%,-0.2%,
COc1ccc(OCC(=O)N(C)Cc2ccccc2)cc1,14%,-8%,-0.2%,-1.7%,17%,5%,4%,-6%,-0.2%,
O=C(O)CC12CC3CC(C1)CC(n1ncc(NCc4ccco4)c(Cl)c1=O)(C3)C2,4.3%,8%,0.5%,-1.3%,nt,-4%,6%,12%,-0.1%,
Cc1cccc(C2c3[nH]c4ccccc4c3CCN2C(=O)c2noc3c2CCCC3)n1 (centres undefined),0.7%,-22%,-0.9%,0.9%,1%,10%,0%,-8%,0.2%,
COc1ccc(C(=O)c2ccccc2Cl)cc1OC,-3.3%,-38%,0.2%,2.1%,-3%,-14%,5%,-4%,-0.1%,
CSCC[C@@H](Nc1nc(-c2ccccc2)nc2c1oc1ccccc12)C(=O)O,1.8%,-31%,1.8%,24%,-7%,-8%,22%,-2%,-0.1%,
COc1ccc(C2NC(=O)NC(C)=C2[N+](=O)[O-])cc1OC (centres undefined),0.9%,-11%,-0.2%,-1.8%,11%,1%,12%,5%,0.3%,
CCN(C(=O)COC(=O)c1cccnc1Nc1ccccc1F)C1CCS(=O)(=O)C1 (centres undefined),4.5%,-23%,0.4%,0.6%,-18%,-10%,15%,1%,0.4%,
Cc1cc(C)c(S(=O)(=O)c2ccccc2)c(OC(=O)c2c(F)cccc2Cl)n1,2.5%,-5%,0.1%,-1.8%,2%,-12%,9%,9%,-0.1%,
CN(C)S(=O)(=O)c1ccc(Cl)c(NC(=O)CSc2nc3ccccc3c(=O)n2CCCN2CCOCC2)c1,-0.3%,8%,0.1%,0.4%,-24%,-3%,10%,1%,1.2%,

# Some of the compounds tested; count on the stated rates, not on these rows.
